# High-throughput results from PubChem.
# ABHD4 inh = inhibitors of mouse ABHD4 | purified mABHD4, FP-Rh probe fluorescence polarization | inhibition, % at 8.92 µM | 370,000 compounds, 0.54% hits | AID 720543;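 active = inhibition exceeding the mean over every tested compound plus 3 SD, cut at about 30% in these data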;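 note: 0% = plate median of compound wells and 100% = S159A mutant with DMSO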
#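 Assay system: mABHD4 protein; medium: HEPES pH 7.0, NaCl, Pluronic buffer; dosing: 8.92 µM, single dose; schedule: 45 min + 60 min at 25 °C; signal: FP readout, ex 525 nm / em 598 nm; read-out: normalized percent inhibition of probe labeling; repeats: single replicate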
# TCR-CD3 inh = inhibitors of human TCR-CD3 interaction | TAMRA-labeled TCR probe fluorescence, biochemical | inhibition, % at 9.4 µM | 360,000 compounds, 0.37% hits; in the data active = inhibition above about 19%;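 note: recombinant mutant TCR 2C K166C tagged with TAMRA read by polarization; 0% = receptor in buffer alone and 100% = receptor with positive control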
# LEDGF integ inh = blocks HIV-1 LEDGF/p75-dependent DNA integration | inhibition, % at 3.7 µM | 370,000 compounds, 0.64% hits | TR-FRET IN-LEDGF/p75 DNA integration, Eu/Cy5;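 active = inhibition above the screen-wide mean plus 3 SD, cut at about 13% in these data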;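 note: signal is the Cy5 over europium emission ratio at 671 and 618 nm; 0% = plate median of compound wells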
# HTRA1 inh = blocks human HTRA1 serine peptidase; Q92743; recombinant HTRA1, FP-rhodamine activity-based probe, fluorescence polarization; inhibition, % at 5.96 µM; 340,000 compounds, 0.5% hits; in the data active = inhibition above about 36%;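 note: 0% = enzyme with DMSO and 100% = wells lacking enzyme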
# MBD2 DNA inh = MBD2-methylated oligo binding inhibition; Q9UBB5; TR-FRET, MBD2 binding to methylated oligonucleotide; inhibition, % at 4.4 µM; 370,000 compounds, 0.31% hits; AID 686964; in the data active = inhibition above about 13%
# Target sequence (Q9UBB5 whole entry, looked up): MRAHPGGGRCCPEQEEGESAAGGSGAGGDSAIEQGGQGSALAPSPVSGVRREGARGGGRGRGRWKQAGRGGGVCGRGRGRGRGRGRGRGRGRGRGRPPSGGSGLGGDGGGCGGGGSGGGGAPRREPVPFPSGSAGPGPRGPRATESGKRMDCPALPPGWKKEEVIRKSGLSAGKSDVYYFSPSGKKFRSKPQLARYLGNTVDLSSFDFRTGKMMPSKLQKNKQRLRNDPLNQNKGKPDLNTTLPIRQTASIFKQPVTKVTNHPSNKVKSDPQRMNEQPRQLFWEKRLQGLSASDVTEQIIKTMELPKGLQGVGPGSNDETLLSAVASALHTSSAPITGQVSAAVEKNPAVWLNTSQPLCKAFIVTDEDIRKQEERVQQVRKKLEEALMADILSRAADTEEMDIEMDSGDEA
# UHRF1 MBD2 ctr = human UHRF1 methylated DNA binding inhibitors. Q96T88. UHRF1 binding to methylated oligo, TR-FRET. inhibition, % at 4.4 µM. 370,000 compounds, 0.75% hits. AID 687016; in the data active = inhibition above about 21%;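 note: UHRF1 SRA domain binding a hemimethylated CpG hairpin DNA probe; 0% = median of test compound wells and 100% = reference inhibitor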
# Rev-erbA mod = modulators of human Rev-erb alpha DNA binding; 370,000 compounds, 0.79% hits; Rev-erbα–FITC-DNA binding, fluorescence polarization, 90 min; activity, % at 10 µM; P20393;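 active = activity above about 14%, limit read from the data; passing the limit was not always enough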;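 note: 0% = DMSO wells with 35 nM protein and 100% = DMSO wells with 750 nM protein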
# rCAG RNA binder = r(CAG) repeat RNA binding | TO-PRO-1 dye displacement fluorescence | inhibition, % at 3 µM | 370,000 compounds, 1.3% hits | AID 651821;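 active = inhibition above the plate cutoff, the mean of all test compounds on that plate plus 3 SD, cut at about 35% in these data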;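 note: 0% = DMSO alone and 100% = 100 µM mitoxantrone as full dye displacement; higher means more dye released from RNA so lower well fluorescence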
# PRMT1 inh = PRMT1 (human) inhibition, primary screen. Q99873. recombinant PRMT1, activity-based probe fluorescence polarization. inhibition, % at 2.79 µM. 370,000 compounds, 1.3% hits. AID 652257;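 active = inhibition above about 21% made by adding two undisclosed values, limit read from the data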
# Target sequence (Q99873 whole entry, looked up): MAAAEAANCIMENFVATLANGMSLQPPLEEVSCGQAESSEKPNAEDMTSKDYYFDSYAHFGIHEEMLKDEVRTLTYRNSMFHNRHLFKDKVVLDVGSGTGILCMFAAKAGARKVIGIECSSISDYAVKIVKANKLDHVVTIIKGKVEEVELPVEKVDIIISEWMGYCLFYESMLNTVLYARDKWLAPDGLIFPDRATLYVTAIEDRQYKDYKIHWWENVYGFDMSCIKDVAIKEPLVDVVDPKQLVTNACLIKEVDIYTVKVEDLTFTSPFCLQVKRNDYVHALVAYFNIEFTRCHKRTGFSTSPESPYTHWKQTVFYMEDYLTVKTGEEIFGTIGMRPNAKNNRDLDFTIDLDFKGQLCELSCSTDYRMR
# PG9 binder = small molecules binding HIV-1 gp120 antibody PG9. 360,000 compounds, 0.43% hits. inhibition, % at 6.7 µM. TR-FRET gp120-PG9 antibody binding. AID 624416; in the data active = inhibition above about 8.5%
# Numbers without * were called inactive; / = no result given.
SMILES,ABHD4 inh,TCR-CD3 inh,LEDGF integ inh,HTRA1 inh,MBD2 DNA inh,UHRF1 MBD2 ctr,Rev-erbA mod,rCAG RNA binder,PRMT1 inh,PG9 binder
COc1ccc(Cn2cnc([N+](=O)[O-])c2)cc1[N+](=O)[O-],-4,5,3,4,5,2,4,1,-3,-1.9
CN1CC(=O)N(CC(=O)Nc2ccc(F)cc2)c2ccccc2C1=O,-7,-10,5,5,-7,8,3,10,-1,-2.0
O=c1[nH]c(CSc2nnc(Nc3ccccc3)s2)nc2ccccc12,7,-4,-3,4,2,2,-1,5,1,-3.3
O=C(O)c1cc2ccccc2n1-c1ccccc1,3,-4,5,-3,-4,-1,5,-3,-4,2.1
O=C(/C=C/c1ccccc1[N+](=O)[O-])NCc1ccccc1Cl,0,-2,8,-5,3,2,-2,2,-5,-0.5
Cc1ccccc1CN1CCCCC(NC(=O)Nc2ccccc2-c2ccccc2)C1=O (stereo unspecified),-7,/,-1,/,5,-1,2,2,6,/
COc1ccc(NC(=O)C(=O)NCCC2CCCCN2S(=O)(=O)c2ccccc2)cc1 (stereo unspecified),9,8,1,4,-4,2,-4,-1,3,-1.3
Cc1c(Cl)cccc1NC(=O)N1CCCC1,4,5,-2,4,-1,0,6,-1,-3,-1.1
CC1CCCCC1NC(=O)CCn1c(=O)oc2ccccc21 (stereo unspecified),-2,2,0,-2,2,2,5,-8,0,1.4
O=C(Nc1cc(-c2ccccc2)[nH]n1)c1ccccc1F,-9,3,7,/,-1,-1,4,0,-2,-2.2
COc1cc(C(=O)N2CCCc3ccccc32)cc(OC)c1OC,3,2,-1,1,1,-1,-7,-3,-1,-2.0
Cc1cc(NC(=O)COC(=O)CCS(=O)(=O)c2ccc(Cl)cc2)no1,2,5,2,-1,4,0,5,0,3,0.3
O=C(COC(=O)c1ccccn1)c1cccc(Br)c1,5,2,-2,-13,2,-2,0,3,-1,-2.1
CC1(C(=O)NS(=O)(=O)c2ccc(F)cc2F)CCN1C(=O)Cc1ccc(Cl)cc1Cl (stereo unspecified),0,5,-1,/,1,0,-6,22,2,-1.0
CC(NS(=O)(=O)c1cccc(S(=O)(=O)c2ccccc2)c1)C(=O)O (stereo unspecified),2,0,-2,-6,-1,-2,-2,0,0,-2.3
O=C(CSc1ccccn1)Nc1cccc([N+](=O)[O-])c1,2,-5,3,2,-1,-1,0,4,5,-1.1
CC(C(=O)NCc1cccnc1)N1C(=O)c2ccccc2C1=O (stereo unspecified),5,5,1,4,0,1,-4,2,0,-1.9
COCCN1Cc2cccc(C(=O)Nc3ccc(C)cc3)c2C1=O,3,-3,1,-14,1,-3,1,2,0,1.0
Cc1c(Cl)c([N+](=O)[O-])nn1CCCC(=O)N1CCN(c2ccccc2)CC1,7,5,1,2,-4,31*,5,-5,2,1.7
O=C(Nc1ccccc1)[C@@H]1CCCN1S(=O)(=O)c1ccc(Cl)cc1,3,-7,-1,4,3,0,4,-1,1,-1.9
CC(=NCc1ccco1)c1c(C)[nH]n(-c2nc3ccccc3s2)c1=O,-10,-7,0,-13,-6,-3,10,7,1,2.7
CC(=O)N(NC(N)=O)C(C)CC(=O)C1C(C)C=CCC1(C)C (stereo unspecified),3,3,3,/,4,0,1,-3,0,-0.8
c1csc(-c2nnc(COc3ccc4c(c3)OCO4)o2)c1,2,6,-2,1,-1,-1,2,1,-2,0.6
O=C1CN(C(=O)COC(=O)/C=C/c2ccc(S(=O)(=O)N3CCOCC3)cc2)c2ccccc2N1,1,-7,-3,-4,4,-1,-5,-1,2,1.9
Cc1cccc(C)c1NC(=O)CNC(=O)c1ccc2c(c1)OCCO2,2,7,-2,21,-3,-1,0,5,-2,-0.8
COc1cccc(/C=C2/CCC(CN(C)C)C2=O)c1 (stereo unspecified),-25,-1,-4,-22,10,9,2,8,41*,0.7
CC1(C)CC2CC(C)(CN2C(=O)CCCN2C(=O)c3ccccc3C2=O)C1 (stereo unspecified),4,2,1,5,-1,0,-4,-1,1,0.4
N/C(=N\OS(=O)(=O)c1cc(Cl)ccc1Cl)c1ccncc1,5,2,-1,2,3,2,11,7,1,-1.0
C=CCNc1ncnc2c1ncn2[C@H]1CN(Cc2cccc3ccccc23)C[C@@H](CO)O1,5,8,2,/,-2,-1,0,1,0,-1.2
O=C(COC(=O)/C=C/C(=O)N1CCN(c2ccccc2)CC1)NC(c1ccccc1)c1ccccc1,-3,4,1,-11,4,0,0,-5,-2,-1.2
Clc1cc(Cl)c2nc(N3CCOCC3)sc2c1,-1,9,-4,8,-5,2,3,-3,2,-0.1
CC(C)C(=O)N1CCC(CN=CC2=C(O)CC(C)(C)CC2=O)CC1,2,-2,-1,-6,-5,-1,3,-1,-2,0.2
Cc1cc(C)cc(C(=O)NCC(=O)N2CCN(C(c3ccccc3)c3ccccc3)CC2)c1,-2,-2,2,-31,-1,-1,-1,-3,-4,-1.4
COc1ccccc1CN(C(=O)CNC(=O)c1ccco1)C(C(=O)NCC1CCCO1)c1ccc(OC)c(OC)c1 (stereo unspecified),-3,-6,-3,-8,4,4,-1,0,-2,0.2
CC(C)c1cc2c(c(O)c1O)[C@@]13CCCC(C)(C)C1CC2OC3=O (stereo partly specified),31*,-3,-5,48*,3,-5,2,14,36*,2.1
COc1cccc(/C=C/C(=O)OCC(=O)Nc2cccc(S(=O)(=O)N3CCOCC3)c2)c1OC,-2,1,2,-9,0,-1,-3,-2,-6,0.9
CC(Oc1ccc(Cl)cc1Cl)/C(N)=N/O (stereo unspecified),-1,-1,1,6,-3,-2,7,-2,-1,-1.6
Cn1c(SCC(=O)NCC2CCCO2)nc2scc(-c3ccccc3)c2c1=O (stereo unspecified),-2,8,0,2,5,-2,6,6,-2,0.0
CCc1ccc(S(=O)(=O)Nc2cc3c(cc2C)n(C)c(=O)n3C)cc1,3,-1,3,-3,-3,-1,-1,-1,3,2.0
CCCCn1c(N)c(N(CCOC)C(=O)C2CC(=O)N(c3cccc(SC)c3)C2)c(=O)[nH]c1=O (stereo unspecified),-2,8,1,-1,0,0,8,-2,-5,-0.2
O=c1cc(N2CCN(c3ccnc4cc(Cl)ccc34)CC2)[nH]c(=O)n1C1CCCCC1,1,/,4,/,3,-1,1,/,-3,/
COc1ccc(N2CCN(S(=O)(=O)CCNC(=O)C3CCCCC3)CC2)cc1,-5,2,3,3,2,-1,-4,-4,-7,-1.6
CCn1cc(C(=O)OC)c(=O)c2cc(S(=O)(=O)N(C)C3CCCCC3)ccc21,1,-1,-3,3,5,4,1,-5,1,3.3
COc1ccccc1N1CCN(C(=O)Nc2cccc(C)c2)CC1,-9,-7,0,1,-4,3,-2,-6,-2,-2.5
O/N=C/c1ccc(OCc2ccccc2F)c(Cl)c1,-18,2,2,-20,-3,-1,3,2,1,-1.1
Cc1cccc(/C=N\NC(=O)c2ccc(Cl)cc2)c1O,9,34*,0,23,-3,3,-4,7,0,2.8
C[C@H](CO)N1C[C@H](C)[C@@H](CN(C)Cc2cccc(C(=O)O)c2)Oc2cc(Br)ccc2S1(=O)=O,4,-6,1,0,0,-3,4,26,2,-0.1
COc1cc(OC)cc(C2C(C#N)=C(N)Oc3n[nH]c(-c4cccnc4)c32)c1 (stereo unspecified),3,1,-2,2,-4,-8,0,-1,-2,-2.5

# The closing 4 compounds of the section before open the next one:
SMILES,ABHD4 inh,TCR-CD3 inh,LEDGF integ inh,HTRA1 inh,MBD2 DNA inh,UHRF1 MBD2 ctr,Rev-erbA mod,rCAG RNA binder,PRMT1 inh,PG9 binder
O/N=C/c1ccc(OCc2ccccc2F)c(Cl)c1,-18,2,2,-20,-3,-1,3,2,1,-1.1
Cc1cccc(/C=N\NC(=O)c2ccc(Cl)cc2)c1O,9,34*,0,23,-3,3,-4,7,0,2.8
C[C@H](CO)N1C[C@H](C)[C@@H](CN(C)Cc2cccc(C(=O)O)c2)Oc2cc(Br)ccc2S1(=O)=O,4,-6,1,0,0,-3,4,26,2,-0.1
COc1cc(OC)cc(C2C(C#N)=C(N)Oc3n[nH]c(-c4cccnc4)c32)c1 (stereo unspecified),3,1,-2,2,-4,-8,0,-1,-2,-2.5
C=CCc1cccc(/C=N/NC(=O)c2ccccc2Br)c1O,-12,11,0,10,4,-1,1,5,1,-1.9
Cc1cc(=O)n2nc(N3CCC(C(=O)N4CCN(c5ccccc5)CC4)CC3)sc2n1,0,-3,2,3,3,-1,2,-2,-2,-1.5
CCC(CC)C(=O)N(C)c1c(C)nc2c(OCC(=O)N(C)C)cccn12,6,-2,-4,/,-4,1,0,0,0,-0.7
O=C(O)CCNc1nc(-c2ccccc2)nc2ccccc12,-7,5,5,3,3,5,2,7,-1,-3.3
CCOc1ccc(N2C(=O)CC(Sc3ncccn3)C2=O)cc1 (stereo unspecified),4,7,0,5,1,0,5,-3,4,-0.2
CC(=O)Nc1ccc(Nc2ncnc3c2nnn3Cc2ccccc2Cl)cc1,7,6,2,0,-3,-2,0,-2,3,1.3
COc1ccc(NC(=O)CNC(=O)c2ccco2)cc1S(=O)(=O)Nc1cc(C)ccc1Br,-13,-4,-1,-24,-4,1,-1,8,1,1.7
CCCCCC(=O)Nc1nc(C)c(-c2csc(Nc3cc(OC)ccc3OC)n2)s1,44*,1,-1,42*,-1,-4,7,34,2,-2.0
Cc1cccc2nc(-c3ccccc3)c(-c3ccc(CN4CCC(n5cc(-c6ccccc6)[nH]c5=O)CC4)cc3)nc12,-20,6,2,/,1,-2,6,11,8,1.4
COc1cc(C(=O)OC(C)CN2CCCC2)cc(OC)c1OC (stereo unspecified),3,1,3,0,-1,3,3,-3,-2,0.8
O=c1c2ccccc2c(C=NC2CCN(Cc3ccccc3)CC2)c(O)n1Cc1ccc2c(c1)OCO2,-6,-2,-1,/,4,8,8,2,5,-0.5
CC(=O)c1cccc(NC(=O)COC(=O)c2ccc(S(C)(=O)=O)c([N+](=O)[O-])c2)c1,-2,-5,3,-35,-4,0,1,7,9,1.7
Cc1cc(Br)c(NC(=O)CSc2n[nH]c(N)n2)c(Br)c1,0,-5,2,-5,-5,-2,12,0,-7,-3.5
COc1ccc(NC(=O)CCN2CCN(S(=O)(=O)c3cc(Cl)ccc3OC)CC2)cc1,0,0,2,4,4,2,7,-4,-1,-0.1
CCOC(=O)CSc1nc(-c2ccccc2)cc(C(F)(F)F)n1,-6,-4,-3,-15,4,2,3,-6,1,-1.0
COc1ccc(-n2nnnc2SCC(=O)NC(=O)Nc2ccc3c(c2)OCCO3)cc1,-4,6,0,-8,2,-1,-4,7,1,-3.8
Cc1cc(C)n(C(C)n2nc(C)cc2C)n1,-1,3,-3,0,-1,-1,-2,-1,-2,0.6
CN(C(=O)CSc1ccccc1C(=O)O)C1CCCCC1,-2,-2,-3,4,0,0,4,3,-2,-1.0
CCc1nn(CC(=O)N2CCN(Cc3ccc4c(c3)OCO4)CC2)c(=O)c2cc3occc3n12,2,-1,-7,5,0,-3,-4,1,-2,0.2
CCOC(=O)c1nn(C)c(C)c1Cl,3,3,1,-1,5,1,-2,-3,0,-0.1
COc1ccccc1-c1nc(SCC(=O)NCc2ccco2)c2c(=O)n(C)c(=O)n(C)c2n1,4,2,-2,7,5,-3,2,3,0,28*
CCCCn1c(N)c(N(CC(C)C)C(=O)c2cc(Br)c(Br)s2)c(=O)[nH]c1=O,0,-6,-5,1,-5,1,-1,0,2,3.6

# A portion of the library (hit frequency here may not be typical).
